TR SRC2 fluor cs = Total Fluorescence Counterscreen for Inhibitors of the Interaction of Thyroid Hormone Receptor and Steroid Receptor Coregulator 2; Potency, µM (doses to about 106 µM), for the others: at the highest dose fluorescence change, negative = quenching; AID 1479, 2009; TRb/SRC2 Texas Red total fluorescence interference; actives 0.29% (n = 280,000); active = well fitted curve in either direction with a large enough effect; inconclusive = small, poorly fitted or top-dose-only effect; note: potency is the fitted concentration of half-maximal effect; % is set by controls: 0 for no effect and ±100 for the full control effect
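Human TRb ligand-binding domain at 0.6 uM with 20 nM Texas Red SRC2 peptide in Tris buffer containing 1 uM T3 and 5% DMSO, incubated with compound 5 h at ambient temperature. Total fluorescence (555/632 nm) calculated as parallel + 2 × perpendicular.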
Epigenetic reg = Quantitative High-Throughput Screen for Regulators of Epigenetic Control | murine LDR cells, GFP reporter derepression, 30 h | Potency, µM (highest dose often 53.9 µM), for the others: top-dose GFP activation, usual class: activators | actives 0.2% (n = 280,000); note: potency is the fitted concentration of half-maximal effect; % of control where 0% means no effect; nearly all actives have a fitted effect of over 60% in size
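Reporter derepression read as number of fluorescent GFP-positive objects, 20-120 um in size, counted by laser-scanning cytometer. Mouse LDR line with an epigenetically silenced CMV-GFP locus; compound incubation 30 h, 37 C.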
Tau FP inhib = qHTS for Inhibitors of Tau Fibril Formation, Fluorescence Polarization. Microtubule-associated protein tau (Homo sapiens), P10636. K18 P301L tau heparin fibrillization, Alexa594 FP, 6 h. Potency, µM (highest dose often 57.7 µM), for inactives: at the highest dose activity, negative = inhibition, usual class: inhibitors. AID 1468, 2008. actives 0.39% (n = 280,000); note: potency is the fitted concentration of half-maximal effect; % is set by controls: 0 for no effect and ±100 for the full control effect; nearly all actives have a fitted effect of over 55% in size
Target sequence (P10636 561-689 P618L limits assumed): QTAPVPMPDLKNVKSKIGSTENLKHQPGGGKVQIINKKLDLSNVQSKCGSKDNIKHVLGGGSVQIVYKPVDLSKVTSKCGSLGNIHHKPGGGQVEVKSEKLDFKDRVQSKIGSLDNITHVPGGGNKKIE
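Compound effects on tau fibrillization are measured by Alexa 594 fluorescence polarization (ex 555, em 632 nm). K18 P301L tau is used at 15 uM with 0.24 uM labeled tracer, and 20 uM heparin induces aggregation over 6 hr at 37 C.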
Tau fluor counter = Counterscreen qHTS for Inhibitors of Tau Fibril Formation, Fluorescence Polarization; tau K18 P301L (four-repeat tau fragment) Alexa594 fluorescence, heparin fibrillization; Potency, µM (titrated, usually from 57.7 µM), inactives show at the top dose activity change, negative = decrease; actives 0.93% (n = 280,000); AID 1463, 2008; note: potency is the fitted concentration of half-maximal effect; % is set by controls: 0 for no effect and ±100 for the full control effect; nearly all actives have a fitted effect of over 55% in size
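Human K18 P301L tau (15 uM unlabeled plus 0.24 uM Alexa 594-labeled, final) in 100 mM sodium acetate pH 7 was mixed with compound and 20 uM heparin and incubated 6 hr at 37 C.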
NPSR antag = qHTS Assay for Antagonists of the Neuropeptide S Receptor: cAMP Signal Transduction. actives 1% (n = 220,000). Q6W5P4. CHO-NPSR cells, cAMP TR-FRET, antagonist mode. AID 1461, 2008. Potency, µM (highest dose often 38.3 µM), for inactives: at the top dose activity change, negative = inhibition, usual class: inhibitors; note: potency is the fitted concentration of half-maximal effect; % is set by controls: 0 for no effect and ±100 for the full control effect; nearly all actives have a fitted effect of over 50% in size; many of its hits are not listed in these tables
Target sequence (Q6W5P4 whole entry, looked up): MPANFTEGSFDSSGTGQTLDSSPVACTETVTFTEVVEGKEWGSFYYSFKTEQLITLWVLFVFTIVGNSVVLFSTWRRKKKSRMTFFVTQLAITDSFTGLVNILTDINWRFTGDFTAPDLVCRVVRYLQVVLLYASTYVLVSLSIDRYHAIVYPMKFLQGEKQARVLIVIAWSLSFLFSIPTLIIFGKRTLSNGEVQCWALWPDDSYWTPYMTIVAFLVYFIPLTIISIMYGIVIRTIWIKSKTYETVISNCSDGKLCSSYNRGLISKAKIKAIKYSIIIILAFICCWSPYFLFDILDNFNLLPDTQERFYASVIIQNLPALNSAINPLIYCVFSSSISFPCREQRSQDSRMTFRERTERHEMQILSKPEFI
CBFb-RUNX1 inh = qHTS Assay for Compounds Blocking the Interaction Between CBF-beta and RUNX1 for the Treatment of Acute Myeloid Leukemia | Potency, µM (series often up to 59.8 µM), for the others: top-dose activity, negative = inhibition, most hits filed as inhibitors | 230,000 tested, under 10 active | Runt-related transcription factor 1 (Homo sapiens) + Core-binding factor subunit beta … | AlphaScreen CBFb-His/RUNX1-biotin binding, biochemical | AID 1477, 2009; note: % of control where 0% means no effect
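Room-temperature protein-protein interaction test with 30 nM each of His-tagged CBF-beta and biotinylated RUNX1, 15 min with compound, then 90 min with nickel plus streptavidin beads. Signal read in AlphaScreen mode.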
GLA spleen mod = qHTS Assay for Inhibitors and Activators of Human alpha-Galactosidase From Spleen Homogenate. AID 2107, 2009. Alpha-galactosidase A (Homo sapiens), P06280. human spleen homogenate, 4MU-alpha-Gal fluorescence, 40 min. actives 0.008% (n = 240,000). Potency, µM (titrated, usually from 80 µM), for the others: top-dose activity change, negative = inhibition, actives largely listed as inhibitors;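 note: potency is the fitted concentration of half-maximal effect; 0% = enzyme with vehicle and -100% = no enzyme basal signal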
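Fluorogenic readout (Ex 365/Em 440 nm) of 4-methylumbelliferone released from 1 mM 4-MU-alpha-galactoside by spleen homogenate, 40 min at 37C, pH 5.0. Data normalized to no-enzyme and enzyme controls; Hill-equation AC50 from compound titrations.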
TRb SRC2 PPI = qHTS for Inhibitors of the Interaction of Thyroid Hormone Receptor and Steroid Receptor Coregulator 2 | TRbeta-SRC2 peptide binding, fluorescence polarization; receptor liganded with 1 µM T3 | Potency, µM (doses to about 106 µM), for the others: top-dose activity change, negative = inhibition, most hits filed as inhibitors | actives 0.065% (n = 280,000) | AID 1469, 2008;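 note: potency is the fitted concentration of half-maximal effect; plate controls were bound peptide for no effect and peptide without receptor for full effect; nearly all actives have a fitted effect of over 50% in size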
Target sequence (P10828 whole entry, looked up): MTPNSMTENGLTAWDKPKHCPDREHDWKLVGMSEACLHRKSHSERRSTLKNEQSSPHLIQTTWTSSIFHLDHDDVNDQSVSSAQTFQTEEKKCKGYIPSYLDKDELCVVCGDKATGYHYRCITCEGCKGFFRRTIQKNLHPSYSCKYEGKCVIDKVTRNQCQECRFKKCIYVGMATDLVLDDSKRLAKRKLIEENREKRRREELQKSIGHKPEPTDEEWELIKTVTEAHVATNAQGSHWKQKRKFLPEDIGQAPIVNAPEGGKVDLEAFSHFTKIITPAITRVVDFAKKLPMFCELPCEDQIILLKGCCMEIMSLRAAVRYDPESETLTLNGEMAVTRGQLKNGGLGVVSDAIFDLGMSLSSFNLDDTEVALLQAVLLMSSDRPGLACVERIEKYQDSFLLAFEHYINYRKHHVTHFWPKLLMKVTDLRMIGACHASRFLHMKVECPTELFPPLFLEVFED
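Binding of a 20-amino-acid Texas Red SRC2 peptide (20 nM) to TRb ligand-binding domain (0.6 uM) with agonist T3 at 1 uM was followed by fluorescence polarization after a 5 hr room-temperature incubation.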
An asterisk follows results filed as active; ? = inconclusive; · = not tested or not shown; [ ] = remark or other dose. Unless noted, calls come from the whole dose curve; as a rule, active = well fitted curve in the direction sought with a large enough effect; inconclusive = small, poorly fitted or top-dose-only effect, or another doubt; inactive = no such curve, though single readings can be large; an effect the other way counts as inactive or inconclusive.

SMILES	TR SRC2 fluor cs	Epigenetic reg	Tau FP inhib	Tau fluor counter	NPSR antag	CBFb-RUNX1 inh	GLA spleen mod	TRb SRC2 PPI
Cc1ccc(-c2nnc(N(C)C(=O)c3cccnc3)s2)cc1	-7%	0.9%	-3%	-10%	-10%[46.1 µM]	6%	-3%	-8%
CCCCN(C)C(=O)C1CCN(Cc2ccccn2)CC1	4%	-1.0%	-6%	-3%	-3%[46.1 µM]	-3%	-8%	6%
CC(CN(C)Cc1ccccc1)OC(=O)c1ccccc1F (stereo not given)	-33%	2.1%	6%	-5%	3%	6%	-12%	3%
COc1ccc(Br)cc1S(=O)(=O)NNC(=O)c1c(C)nc2ccccn12	2%	-4.5%	0%	-5%	0%	2%	7%	-4%
CCSc1nc2ccccc2n1CC(N)=O	-7%	-0.8%	7%	3%	20%[46.1 µM]	0%	1%	-8%
Cc1nc(N2CCN(S(=O)(=O)c3ccccc3)CC2)c2c3c(sc2n1)CC(C)CC3 (stereo not given)	1%	0.9%	-7%	-1%	?	0%	8%	-11%
CC1(O)C(=O)C=C2C=C(CCCCOCc3ccccc3)OC=C2C1=O (stereo not given)	1%[11.2 µM]	0.0%[10.1 µM]	4%[11.6 µM]	-11%[11.6 µM]	·	-3%[13.1 µM]	-1%[17.5 µM]	4%[11.2 µM]
COc1ccc(C2CC(c3c(-c4ccccc4)c4cc(Cl)ccc4[nH]c3=O)=NN2C(=O)CCC(=O)O)cc1 (stereo not given)	-5%	1.0%	-6%	-3%	9%	-9%	5%	4%
COc1cccc(-c2nc(CC(=O)O)cs2)c1OC	-1%	-1.0%	11%	3%	-5%[46.1 µM]	2%	-2%	-8%
COc1ccc(C(=O)c2ccc(Cl)cc2)cc1	-4%	0.0%	-6%	-6%	-5%[46.1 µM]	8%	1%	-3%
CC(=O)Nc1ccc(S(=O)(=O)NNC(=O)c2ccc(C)cc2)cc1	-2%	-5.5%	6%	-5%	-21%[46.1 µM]	-2%	-5%	-12%
Cn1nnc(NC(=O)CSc2ccc(Cl)cc2)n1	-5%	-0.8%	12%	4%	15%[46.1 µM]	-5%	-2%	-5%
N#CC1(c2ccccc2)CCCN1C(=O)c1ccccc1Cl (stereo not given)	4%	-1.0%	2%	-6%	23%[46.1 µM]	3%	-3%	-7%
Fc1ccc(N2CCN(Cc3cn[nH]c3-c3ccccc3)CC2)cc1	0%	0.9%	4%	-21%	38%	6%	-2%	3%
CCOc1ccc(Cc2onc3c2C(=O)CCC3)cc1OCC	-1%	-5.1%	-2%	8%	2%	16%	-7%	3%
COc1ccc(CCNC(=O)Cn2cc(S(=O)(=O)Cc3ccccc3Cl)c3ccccc32)cc1OC	2%	-1.2%	0%	-24%	·	·	·	3%
CC(C)(C)NCc1cccn1-c1sc2c(c1C#N)CCCC2	-2%	-0.8%	1%	0%	-6%[46.1 µM]	-6%	-3%	-6%
O=C(CN1CCOCC1)Nc1ncc(Cc2ccccc2Cl)s1	-4%	-3.4%	1%	-12%	-1%[46.1 µM]	3%	-1%	-6%
CC1CN(C2=Nc3cccc4cccc2c34)CC(C)O1 (stereo not given)	-2%	?	-3%	3%	-17%	-10%	-3%	5%
Cc1ccc(C(=O)Nc2ccc(-c3csc(C)n3)cc2)cc1	-1%	3.3%	-2%	2%	9%	7%	0%	8%
CCNC(=S)N1CCN(c2ncccn2)CC1	1%	-7.7%	-4%	0%	4%	-2%	-3%	-1%
CCc1nc2ccc(C(=O)NCCc3ccc(OC)c(OC)c3)cc2nc1CC	-1%	1.3%	-7%	-16%	·	·	·	-4%
CC(=N[C@@H]1CCCC[C@H]1N=C(C)c1ccccc1O)c1ccccc1O	-1%	-3.0%	0%	1%	10%	8%	1%	-6%
O=c1ccc2ccc(O)cc2o1	1%	4.0%	-2%	-4%	·	·	?	0%
COc1cccc(OC)c1OCCCOc1c(OC)cccc1OC	1%	-1.2%	-2%	-6%	-5%[46.1 µM]	5%	-2%	-2%
Cc1ccc(SCC(=O)NCCCN2CCOCC2)cc1	3%	0.0%	2%	3%	-2%[46.1 µM]	2%	2%	1%
c1ccc2oc(SCc3nc4ccccc4s3)nc2c1	-1%	-2.2%	?	-20%	-24%[46.1 µM]	10%	2%	-12%
CCN(Cc1ccccc1)S(=O)(=O)c1ccc2c(c1)CC(C)N2C(=O)C1CCC1 (stereo not given)	4%	-0.2%	-3%	-17%	·	·	·	-3%
O=C(O)CCCCCCNC(=O)c1cncc(O)c1	3%	1.1%	7%	-8%	12%	6%	1%	-2%
Cc1nc(-c2cccc(NC(=O)Nc3ccc([N+](=O)[O-])cc3)c2)no1	0%	1.1%	13µM*	8.9µM*[quencher]	·	·	·	6%
O=S1(=O)CCN2C(c3ccco3)=CSC2=N1	0%	0.0%	-7%	-8%	-1%[46.1 µM]	1%	0%	-3%
O=C(c1cccs1)N1CCN(C/C=C/c2ccccc2)CC1	-3%	-1.0%	0%	-10%	-7%[46.1 µM]	-6%	13%	-18%
CC(C)c1ccc(NC(=O)C(c2ccc3c(c2)OCO3)N2CCC3(CC2)OCCO3)cc1 (stereo not given)	1%	0.0%	3%	-6%	?	2%	17%	-8%
O=C(Nc1ccc(F)cc1F)C1CCN(C(=O)c2cnn(-c3ccccc3)c2-n2cccc2)CC1	0%	1.6%	1%	-5%	·	·	·	8%
CCCc1nc2oc3c(=O)[nH]cnc3c2c2c1CCCC2	-1%	?	0%	13%	-16%	0%	-2%	-1%
COc1ccc(Cn2nnnc2CN2CCc3ccccc32)cc1	-3%	-1.0%	3%	-28%	-16%[46.1 µM]	-14%	7%	6%
O=C(CC1Nc2cccc3cccc(c23)NC1=O)Nc1ccccc1 (stereo not given)	-6%	0.0%	0%	8%	-14%	-2%	2%	-3%
O=C(Nc1cccc(S(=O)(=O)N2CCCCC2)c1)c1ccccn1	-2%	0.0%	-2%	-23%	-35%	-1%	-3%	-2%
CCCn1nnnc1NC(=O)COc1ccc(Br)cc1	0%	-3.1%	4%	11%	6%	2%	0%	-5%
O=C(O)c1ccc(NS(=O)(=O)/C=C/c2ccccc2)cc1	1%	-1.0%	4%	0%	-5%[46.1 µM]	3%	5%	7%
Cc1ccc(C(=O)NCC(=O)OCC(=O)NCCc2ccccc2)s1	-2%	-3.2%	2%	-1%	11%	2%	-1%	-6%
CCOC(=O)c1c(NC(=S)NCCc2ccccc2)sc2c1CC(C(C)C)OC2 (stereo not given)	9%	8.1%	-6%	?	?	1%	3%	-11%
NC(=O)C(CC(=O)O)NC(=O)[C@@H]1CCOc2c(I)cc([N+](=O)[O-])cc2C(=O)N[C@@H](CO)C(=O)N[C@@H](Cc2ccc(O)cc2)C(=O)N1 (stereo not given in full)	-1%	0.3%	3%	-8%	6%	3%[2.36 µM]	-8%	-3%
O=C1NC(C(=O)O)=CC(c2ccc([N+](=O)[O-])cc2)N1 (stereo not given)	-4%	-1.3%	-8%	7%	-5%	5%	3%	2%
COc1ccc(/C=C/C(=O)Nc2nonc2NC(C)=O)cc1	-5%	1.0%	-14%	-6%	-13%[46.1 µM]	-1%	0%	-2%
c1coc(CNC2CCCCC2)c1	-3%	0.8%	5%	3%	-3%[46.1 µM]	-11%	3%	-1%
Cc1nc2ccc(S(=O)(=O)NC(CC(C)C)C(=O)O)cc2s1 (stereo not given)	1%	-2.7%	0%	0%	-7%[46.1 µM]	6%	0%	9%
CCOc1cccc(NC(=O)/C(C#N)=C\c2cccnc2)c1	0%	-1.8%	-2%	-14%	4%	2%	-7%	4%

Whole records, quoted from the list:
Record of `N#CC1(c2ccccc2)CCCN1C(=O)c1ccccc1Cl` (stereo not given) : TR SRC2 fluor cs = 4%; Epigenetic reg = -1.0%; Tau FP inhib = 2%; Tau fluor counter = -6%; NPSR antag = 23%[46.1 µM]; CBFb-RUNX1 inh = 3%; GLA spleen mod = -3%; TRb SRC2 PPI = -7%
Record of `Cc1nc2ccc(S(=O)(=O)NC(CC(C)C)C(=O)O)cc2s1` (stereo not given) : TR SRC2 fluor cs = 1%; Epigenetic reg = -2.7%; Tau FP inhib = 0%; Tau fluor counter = 0%; NPSR antag = -7%[46.1 µM]; CBFb-RUNX1 inh = 6%; GLA spleen mod = 0%; TRb SRC2 PPI = 9%

Other compounds follow.
SMILES	TR SRC2 fluor cs	Epigenetic reg	Tau FP inhib	Tau fluor counter	NPSR antag	CBFb-RUNX1 inh	GLA spleen mod	TRb SRC2 PPI
CN(CC(=O)Nc1ccc(Br)cc1)S(=O)(=O)c1cccc2nsnc12	-1%	2.5%	?	?	·	·	·	-7%
CCc1ccc(N2CSC3=C(C#N)C(c4cccs4)CC(=O)N3C2)cc1 (stereo not given)	-1%	-1.1%	?	-19%	11%[46.1 µM]	-19%	-6%	4%
Cc1nc2ccc(S(=O)(=O)NC(C(=O)NCc3ccco3)C(C)C)cc2s1 (stereo not given)	2%	-2.0%	0%	6%	-5%[46.1 µM]	5%	-2%	-6%
O=Cc1ccc(-c2ccccc2OC(F)(F)F)o1	3%	-1.0%	-6%	-9%	-8%[46.1 µM]	-1%	-2%	-3%
COc1ccc(C(=O)C2CCCN(Cc3cccn3-c3ccc(Cl)cn3)C2)c(OC)c1 (stereo not given)	-3%	-1.4%	5%	4%	33%	7%	-5%	10%

High-throughput results from PubChem.

The list is partial; the hit share may differ from the screen's.
